RGS4 inhibitor: human RGS4 inhibition; 390,000 compounds, 0.039% hits; Potency, µM (series often up to 114 µM), for inactives: top-dose activity change, negative = inhibition, hits mostly inhibitors; P49798; Transcreener GDP fluorescence polarization, RGS4-accelerated GTP hydrolysis; note: potency is the fitted concentration of half-maximal effect; % is set by controls: 0 for no effect and ±100 for the full control effect; nearly all actives have a fitted effect of over 75% in size; some results filed as inactive show a strong effect at the top dose
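MLSMR compounds (23 nl, pin-transferred) preincubated 10 min at room temperature with a 500nM (2x) first reagent, then RGS4 at 900nM (2x) plus Transcreener GDP mix added; fluorescence polarization (620/688 nm) read before and after 90 min at 30 °C.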
ERG-DNA inh: ERG Ets/DNA interaction inhibition. P11308. 370,000 compounds, 0.028% hits. Potency, µM (titrated, usually from 76.9 µM), inactives show at the highest dose FP activity, negative = inhibition, actives largely listed as inhibitors. fluorescence polarization, His-ERG Ets domain / labelled DNA; active = well fitted inhibition curve with a large enough effect in the polarisation, with a control signal flat; inconclusive = small, poorly fitted or top-dose-only effect, or effect the other way, or a change in a side signal; inactive = no such curve, though single readings can be large or run the other way; the % refers to the polarisation;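 note: polarization taken with two DNA probes labelled with fluorescein and Texas red; potency is the fitted concentration of half-maximal effect; % of control where 0% means no effect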
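His-tagged ERG Ets domain (1 uM in the protein solution; 300mM KCl, 50mM Tris-HCl, 1mM EDTA, 1mM DTT, pH 7.5) received compound, then a probe mix of 5 nM fluorescein-DNA and 100nM Texas-615-DNA. Fluorescence polarization was read for both dyes.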
BAZ2B inh: inhibitors of human BAZ2B bromodomain. Q9UIF8. AlphaScreen BAZ2B-H3K14Ac peptide displacement. Potency, µM (top dose mostly 114 µM), inactives show at the top dose activity change, negative = inhibition, most hits filed as inhibitors. 360,000 compounds, 4.4% hits. AID 504333; note: potency is the fitted concentration of half-maximal effect; % is set by controls: 0 for no effect and ±100 for the full control effect; nearly all actives have a fitted effect of over 60% in size
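Inhibition is scored as reduced AlphaScreen emission. The BAZ2B/b-H3(5-23)K14Ac complex (50 nM each) in PBS pH 7.4, 0.01% Tween-20 meets compound (up to 110 uM) for 30 min at RT before bead addition.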
PI4K2A inh: inhibitors of human PI4K2A | Q9BTU6 | purified PI4K2A, ADP-Glo luminescence, 1 h; hits give low values | activity change, negative = inhibition, % at 76.9 µM | 420,000 compounds, 0.13% hits; in the data active = activity change below about -50%; inconclusive = mostly about -30% to -49%;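 note: -100% = wells without enzyme as full effect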
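Compounds are screened against recombinant PI4K2A using PI as substrate and ATP, the latter dispensed at 300 microM. Reactions run one hour at ambient temperature before ADP-Glo detection; full inhibition defined by wells lacking enzyme.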
12-LOX inh: inhibitors of human 12S-lipoxygenase ALOX12. P18054. purified 12hLO, xylenol orange hydroperoxide absorbance. Potency, µM (top dose mostly 108 µM), for inactives: at the top dose activity change, negative = inhibition, most hits filed as inhibitors. 580,000 compounds, 1.1% hits; note: potency is the fitted concentration of half-maximal effect; % is set by controls: 0 for no effect and ±100 for the full control effect
Target sequence (P18054 whole entry, looked up): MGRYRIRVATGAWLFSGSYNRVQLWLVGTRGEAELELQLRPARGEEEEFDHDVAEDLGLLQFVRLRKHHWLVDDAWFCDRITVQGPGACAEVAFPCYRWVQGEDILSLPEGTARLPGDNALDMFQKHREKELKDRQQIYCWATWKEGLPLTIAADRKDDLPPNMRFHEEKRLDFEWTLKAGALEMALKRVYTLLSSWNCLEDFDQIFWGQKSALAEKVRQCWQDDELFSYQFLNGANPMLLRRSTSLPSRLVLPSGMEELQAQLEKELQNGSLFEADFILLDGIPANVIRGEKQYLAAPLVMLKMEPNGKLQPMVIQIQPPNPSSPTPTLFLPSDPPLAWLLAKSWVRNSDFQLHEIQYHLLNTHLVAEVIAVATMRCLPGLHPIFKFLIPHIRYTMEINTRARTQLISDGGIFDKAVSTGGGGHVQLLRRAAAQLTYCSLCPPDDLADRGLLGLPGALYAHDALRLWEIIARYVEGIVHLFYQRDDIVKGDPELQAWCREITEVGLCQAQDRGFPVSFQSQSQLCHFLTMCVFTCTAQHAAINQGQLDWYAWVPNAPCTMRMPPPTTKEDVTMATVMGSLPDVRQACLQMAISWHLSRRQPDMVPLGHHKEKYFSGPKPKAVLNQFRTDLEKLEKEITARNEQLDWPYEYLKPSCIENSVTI
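Hydroperoxide product was detected by ferrous iron/xylenol orange as the 573 to 405 nm absorbance ratio. Arachidonic acid at 40 uM (final) was turned over for 30 min at room temperature by 150 nM human 12hLO, pH 7.0 Hepes buffer, after 15 min compound preincubation.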
GLS inhibitor: inhibitors of human glutaminase (GLS) | GLS enzymatic activity, qHTS titration | Potency, µM (series often up to 45.5 µM), without a hit: top-dose activity change, negative = inhibition, usual class: inhibitors | 410,000 compounds, 0.21% hits | O94925; note: potency is the fitted concentration of half-maximal effect; % is set by controls: 0 for no effect and ±100 for the full control effect
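Coupled fluorescence readout: glutamate oxidase/HRP/Amplex Red detect glutamate formed by hKGA from L-glutamine (1 mM solution added). Buffer 45 mM KH2PO4 pH 8.2, 0.02% Tween-20; reads at t0 and 30 min RT.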
HP1b binding inh: blocks HP1-beta chromodomain binding to methylated histone tails. Potency, µM (top dose mostly 114 µM), for the others: at the highest dose activity change, negative = inhibition, actives largely listed as inhibitors. 390,000 compounds, 0.56% hits. AlphaScreen HP1-beta / biotin-H3K9me3 peptide binding. P83916. AID 540317; note: potency is the fitted concentration of half-maximal effect; nearly all actives have a fitted effect of over 70% in size; inactives centre near 23
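Compound inhibition of the preformed complex between 50 nM HP1-beta and 50 nM biotinylated H3K9me3 peptide was read by AlphaScreen. Buffer was PBS pH 7.4 with 0.01% Tween-20. Incubations ran 30 min at room temperature, with 10 ug/mL donor/acceptor beads.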
JMJD2A Tudor: inhibitors of human JMJD2A Tudor domain | O75164 | AlphaScreen JMJD2A-Tudor / H3K4me3 peptide binding | Potency, µM (top dose mostly 114 µM), for inactives: at the top dose activity change, negative = inhibition, usual class: inhibitors | 390,000 compounds, 4.4% hits | AID 504339; note: potency is the fitted concentration of half-maximal effect; % is set by controls: 0 for no effect and ±100 for the full control effect; nearly all actives have a fitted effect of over 50% in size
G9a inh: blocks human histone lysine methyltransferase G9a; Q96KQ7; G9a H3K9 monomethylation, AlphaScreen, 2 h; Potency, µM (top dose mostly 102 µM), for inactives: at the top dose activity, negative = inhibition, usual class: inhibitors; 350,000 compounds, 8.8% hits; note: potency is the fitted concentration of half-maximal effect; % is set by controls: 0 for no effect and ±100 for the full control effect; nearly all actives have a fitted effect of over 75% in size
Target sequence (Q96KQ7 913-1193 limits assumed): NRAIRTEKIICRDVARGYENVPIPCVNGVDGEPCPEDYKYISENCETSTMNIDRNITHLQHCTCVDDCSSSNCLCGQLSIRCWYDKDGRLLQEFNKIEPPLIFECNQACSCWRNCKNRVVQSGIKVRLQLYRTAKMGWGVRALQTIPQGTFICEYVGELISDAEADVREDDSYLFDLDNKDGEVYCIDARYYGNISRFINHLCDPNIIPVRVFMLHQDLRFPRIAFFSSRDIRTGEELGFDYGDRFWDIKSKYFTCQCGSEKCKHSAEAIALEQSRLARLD
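AlphaScreen detection with an anti-monomethyl H3K9 antibody quantified product after a 2 h room-temperature reaction containing 500 nM biotinylated H3K9 peptide, 20 µM SAM and 20 nM enzyme, which had been preincubated 15 min with compound.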
Active calls of the source: *; ? = inconclusive; / = no result given; & = joins results of further samples; [ ] = another dose, or the depositor's remark. Unless noted, calls come from the whole dose curve; as a rule, active = well fitted curve in the direction sought with a large enough effect; inconclusive = small, poorly fitted or top-dose-only effect, or another doubt; inactive = no such curve, though single readings can be large; an effect the other way counts as inactive or inconclusive. A portion of the library; rates above refer to the full screens.

Values in the order – RGS4 inhibitor, ERG-DNA inh, BAZ2B inh, PI4K2A inh, 12-LOX inh, GLS inhibitor, HP1b binding inh, JMJD2A Tudor, G9a inh
CCOC(=O)c1c(C)[nH]c2cc(Br)c(OC)cc12
  4%, -4%, 55%[activator], 7, -25%, 3%, 17%, 13%, 50%[2.33 µM]
CCCCNc1oc(-c2ccc(COc3ccccc3C)o2)nc1C#N
  -23%, 4%, -34%, 1, -58%, -3%, 10%, -19%, ?
COc1ccccc1NC(=O)c1oc2ccccc2c1NC(=O)C1CCCCC1
  10%, 1%, -33%, 4, -18%, -3%, 39%, -13%, 3%[59 µM]
Brc1ccc(-c2nnc3n2CCCCC3)cc1
  -24%, 9%, ?, -1, 407%[activator], 4%, 17%, -19%, -34%
O=C(NCCc1cccc(Cl)c1)c1ccc(OC2CCN(Cc3ccccn3)CC2)cc1
  14%, -14%, ?, 0, ?, -6%, -3%, -29%, -4%[12.7 µM]
CCN(CC)c1ccc(NC(=O)CCCCCN2C(=O)c3ccccc3C2=O)cc1
  ?, -14%, 45µM*, 6, 0%, 34%[activator], ?, 25µM*, 2.5µM*
COc1ccc(NC(=O)CS(=O)(=O)Cc2ccccc2)c([N+](=O)[O-])c1
  14%, 0%, -6%, 0, -4%, 2%, 11%, -8%, /
CCn1ccc(C(=O)N2CCN(c3ncccn3)CC2)n1
  22%, 6%, -3%, -6, -3%, -2%, 16%, -5%, /
COc1ccccc1C1=NOC(Cn2c(NCC3CCCO3)nc3c2c(=O)n(C)c(=O)n3C)C1 (stereo unspecified)
  13%, -1%, -19%, -2, 20%, 10%, 9%, -10%, 26%
N=c1c2c3c(sc2ncn1Nc1ccccc1)CCC3
  11%, -12%, -17%, -2, 85%[activator], 3%, 12%, -29%, 23%[59 µM]
CC1CC(C)CN(C(=O)COC(=O)c2cccc(S(=O)(=O)N(C)c3ccccc3)c2)C1 (stereo unspecified)
  -10%, 4%, 12%, 1, -15%, 4%, 21%, -12%, -13%
O=C(O)C1=C[C@@H](c2ccccc2)C[C@@H](OCCCCO)O1
  5%, 1%, /, -4, ?, 8%, 19%, -22%, /
CCOC(=O)N1CCC2(CC1)OC(=O)C(C)=C2C(=O)NCc1cccc(OC)c1
  -6%, -2%, 1%, -1, 0%, 2%, 14%, 4%, 13%[59 µM]
Cc1ccc2nc(SCc3nc4cc(Cl)ccc4c(=O)[nH]3)[nH]c2c1
  -25%, -9%, ?, 0, 0%, 33%[activator], 26%, ?, ?
COc1ccccc1CNC(=O)CSc1nc(-c2ccccc2)cn1N
  -23%, -3%, ?, 3, -11%, 38%[activator], 2%, -24%, -35%[12.7 µM]
CC(=O)Nc1ccc(S(=O)(=O)NCCC(=O)Nc2ccc(C)cn2)cc1
  -5%, -6%, -6%, -4, 0%, 13%, 18%, -2%, /
CC(Oc1ccccc1F)C(=O)N1CCC(c2nc3ccccc3o2)CC1 (stereo unspecified)
  7%, -5%, ?, -2, 0%&-24%, -9%, 26%, -1%, 6%[59 µM]
COC(=O)NCCc1cc(OC)c(OC)cc1S(=O)(=O)N1CC(=O)Nc2ccccc21
  1%, -10%, 5%, 1, 0%, 1%, 24%, -2%, 27%
CCN1CCN(CC(=O)Nc2cccc(C)c2C)C(=O)C1=O
  8%, 7%, -4%, 2, -1%[57.4 µM], 2%, 30%, -13%, 9%
O=C(N/N=C1\CCCc2ccccc21)c1cccc([N+](=O)[O-])c1
  -12%, /, -21%, -1, 14%, 7%, 17%, -12%, 9%
Cn1c(=O)c2c(nc(NCCc3ccccc3)n2Cc2ccc(F)cc2)n(C)c1=O
  -7%, -6%, ?, -7, -8%[57.4 µM], 9%, 13%, ?, ?
Cc1ccc(C(=O)NNC(=O)c2ccc(SCC3CCCO3)c([N+](=O)[O-])c2)cc1 (stereo unspecified)
  -17%, 8%, 1%, 2, 0%, 11%, 39%, -18%, 3%
CCn1c(CSc2nc3ccccc3[nH]2)nc2cc(C(=O)O)ccc21
  ?, ?, ?, -3, 0%, 14%, 5%, ?, -45%[12.7 µM]
COc1ccc(S(=O)(=O)N2CCC3(CC2)OCCN3S(=O)(=O)c2ccccc2)cc1OC
  -37%, 1%, 1%, 2, ?, -4%, 25%, -10%, ?
Cc1ccc(-c2csc(NC(=O)CCNC(=O)c3ccco3)n2)cc1
  -34%, 7%, -17%, 2, 0%, -3%, 19%, -9%, 5%
COc1ccc([C@H]2CC(=O)C=C(c3ccc(C)cc3)C2)cc1
  32%, 0%, 7%, 2, -3%, 5%, 40%[activator], 4%, -3%[0.501 µM]
COc1ccc2[nH]c3c(=O)n(Cc4ccc(C(=O)N5CCC(C(N)=O)CC5)cc4)c(=S)[nH]c3c2c1
  -100%[56.9 µM], 5%, ?, -1, ?, 22µM*, ?, 4µM*, 3.2µM*
Cc1ccc(C)c2[nH]c(=O)c(CCNC(=O)Cc3cccs3)cc12
  16%, 2%, 0%, -1, 19%, 1%, 18%, -12%, -9%
COC(=O)c1ccc(NC(=S)N2CCN(C)CC2)cc1
  3%[56.9 µM], 0%, -3%, 1, 0%, -7%, 10%, -18%, ?
Cc1cccc(N2CCN(C(=S)c3ccc([N+](=O)[O-])cc3)CC2)c1
  ?, -7%, 11µM*, -5, -27%, -9%, 32µM*, 40µM*, 4µM*
O=C(Oc1ccnc2cc(Cl)ccc12)N1CCCCCC1
  -13%, -4%, -4%, -1, 58%, 9%, 55%[activator], 23%, 1%[59 µM]
Cc1nnc(NC(=O)C(C)Sc2nnc(-c3ccco3)n2C(C)C)s1 (stereo unspecified)
  -3%, 29%, -21%, -5, 2%, -14%, 64%[activator], -1%, -1%
CS(=O)(=O)c1ncc(Cl)c(C(=O)Nc2ccc3ccccc3c2)n1
  ?, 15%, -36%, -1, -2%, 2%, 41%[activator], 3%, 10µM*

Already shown: entries from further up.
Values in the order – RGS4 inhibitor, ERG-DNA inh, BAZ2B inh, PI4K2A inh, 12-LOX inh, GLS inhibitor, HP1b binding inh, JMJD2A Tudor, G9a inh
CCn1ccc(C(=O)N2CCN(c3ncccn3)CC2)n1
  22%, 6%, -3%, -6, -3%, -2%, 16%, -5%, /
COc1ccccc1C1=NOC(Cn2c(NCC3CCCO3)nc3c2c(=O)n(C)c(=O)n3C)C1 (stereo unspecified)
  13%, -1%, -19%, -2, 20%, 10%, 9%, -10%, 26%
N=c1c2c3c(sc2ncn1Nc1ccccc1)CCC3
  11%, -12%, -17%, -2, 85%[activator], 3%, 12%, -29%, 23%[59 µM]
CC1CC(C)CN(C(=O)COC(=O)c2cccc(S(=O)(=O)N(C)c3ccccc3)c2)C1 (stereo unspecified)
  -10%, 4%, 12%, 1, -15%, 4%, 21%, -12%, -13%
O=C(O)C1=C[C@@H](c2ccccc2)C[C@@H](OCCCCO)O1
  5%, 1%, /, -4, ?, 8%, 19%, -22%, /
CCOC(=O)N1CCC2(CC1)OC(=O)C(C)=C2C(=O)NCc1cccc(OC)c1
  -6%, -2%, 1%, -1, 0%, 2%, 14%, 4%, 13%[59 µM]

4 entries already listed, ordered by their value in G9a inh, descending:
Values in the order – RGS4 inhibitor, ERG-DNA inh, BAZ2B inh, PI4K2A inh, 12-LOX inh, GLS inhibitor, HP1b binding inh, JMJD2A Tudor, G9a inh
CS(=O)(=O)c1ncc(Cl)c(C(=O)Nc2ccc3ccccc3c2)n1
  ?, 15%, -36%, -1, -2%, 2%, 41%[activator], 3%, 10µM*
Cc1cccc(N2CCN(C(=S)c3ccc([N+](=O)[O-])cc3)CC2)c1
  ?, -7%, 11µM*, -5, -27%, -9%, 32µM*, 40µM*, 4µM*
COc1ccc2[nH]c3c(=O)n(Cc4ccc(C(=O)N5CCC(C(N)=O)CC5)cc4)c(=S)[nH]c3c2c1
  -100%[56.9 µM], 5%, ?, -1, ?, 22µM*, ?, 4µM*, 3.2µM*
CCN(CC)c1ccc(NC(=O)CCCCCN2C(=O)c3ccccc3C2=O)cc1
  ?, -14%, 45µM*, 6, 0%, 34%[activator], ?, 25µM*, 2.5µM*

Compound activity deposited in PubChem by National Center for Advancing Translational Sciences (NCATS).
